Assay outcomes: PubChem BioAssay, several laboratories
Platelet DG rel: modulates dense granule release in human platelets. human platelet-rich plasma, SFLLRN dense granule ATP release, luminescence. inhibition, %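 (compounds screened at 7.5 µM in platelet-rich plasma)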. actives 0.22% (n = 300,000). AID 1663;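 active = mean replicate score, as percent of positive control, at or above 50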
TRPC4 inh: inhibitors of mouse TRPC4 channel; Q9QUQ5; HEK293 TRPC4beta/mu-opioid, DAMGO-evoked Fluo4 calcium flux; hits give low values; B-score at 10 µM; actives 0.39% (n = 300,000); AID 2247;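 active = B-score over 3 SD under the library average, no early fluorescence shift, positive overall ratio signal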
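Material: HEK293 cells with stable TRPC4beta plus mu-opioid receptor expression; probe or stimulus: DAMGO in two steps, submaximal then maximal; technique: Fluo4 calcium fluorescence by kinetic imaging, 5 s 1 Hz baseline; measure: integrated fluorescence ratio relative to baseline, converted to per-well B score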
hERG rescue: compounds protecting human hERG from proarrhythmic drug block | actives 0.51% (n = 310,000) | activation (rescue from dofetilide block), less the hit threshold, % at 10 µM | CHO-hERG, FluxOR thallium flux, dofetilide IC70 present | Q12809;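 active = activation above the mean of controls blocked by dofetilide plus 5 SD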;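 note: thallium influx through hERG after potassium depolarization seen as dye fluorescence rise; in these data hits start at about 4.7%; inactives centre near -7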
TRPC4 potent: TRPC4 (mouse) allosteric potentiation; actives 0.42% (n = 310,000); AID 2227; Q9QUQ5; HEK293 TRPC4beta/mu-opioid, DAMGO EC20, Fluo-4 Ca2+ flux; hits give high values; B-score at 10 µM;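 active = B-score of calcium response area above 5 SD of library B-scores, with initial fluorescence ratio within 5 SD of library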;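 note: B-score of integrated fluorescence ratio over time as area under calcium response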
KCNQ1 inh: blocks the human KCNQ1 potassium channel | P51787 | CHO-K1 KCNQ1, FluxOR thallium flux fluorescence; hits give high values | B-score at 10 µM | actives 1.3% (n = 310,000) | AID 2642;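 active = compounds whose thallium flux B-score, printed positive for inhibition, exceeds three library SD while starting fluorescence stays within three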;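 note: channel opened by potassium depolarization with thallium stimulus after 20 min compound exposure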
Target sequence (P51787 whole entry, looked up): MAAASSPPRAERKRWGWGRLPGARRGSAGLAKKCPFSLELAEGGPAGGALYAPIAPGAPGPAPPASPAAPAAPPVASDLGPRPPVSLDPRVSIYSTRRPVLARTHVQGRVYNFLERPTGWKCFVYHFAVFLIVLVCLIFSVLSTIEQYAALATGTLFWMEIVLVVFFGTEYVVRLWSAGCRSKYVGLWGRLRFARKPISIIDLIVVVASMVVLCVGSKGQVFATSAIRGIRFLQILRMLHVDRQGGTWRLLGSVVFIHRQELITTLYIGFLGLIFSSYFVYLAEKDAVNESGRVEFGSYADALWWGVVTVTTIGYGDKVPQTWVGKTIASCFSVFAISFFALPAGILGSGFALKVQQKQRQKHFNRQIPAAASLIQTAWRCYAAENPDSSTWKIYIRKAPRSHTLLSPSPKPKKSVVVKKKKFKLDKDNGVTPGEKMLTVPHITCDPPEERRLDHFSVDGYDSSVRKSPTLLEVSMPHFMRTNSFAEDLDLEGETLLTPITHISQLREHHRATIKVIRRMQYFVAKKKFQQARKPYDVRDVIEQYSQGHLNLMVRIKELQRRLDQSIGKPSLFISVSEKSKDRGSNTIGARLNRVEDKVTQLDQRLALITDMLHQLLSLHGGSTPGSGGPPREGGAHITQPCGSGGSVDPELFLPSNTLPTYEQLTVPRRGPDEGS
PolyA inh: inhibitors of polyadenylation in S. cerevisiae; S. cerevisiae SKY197-pL101 polyadenylation reporter, beta-gal luminescence; efflux-impaired pdr1/pdr3 knockout yeast; score 100 = 6 SD above DMSO; calls only at 12 µM; actives 0.02% (n = 300,000);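 active = lowest replicate activity score at least 50, where 100 means six control SD above control mean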;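 note: yeast exposed to compound for 9 h at 30 °C; higher score means more reporter readthrough which indicates perturbed polyadenylation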
KCNK9 block: inhibitors of human KCNK9 two-pore domain potassium channel. HEK293 KCNK9, FluxOR thallium flux fluorescence; hits give low values. B-score at 10 µM. actives 1.2% (n = 310,000). AID 488922;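 active = ratio B-score over 3 SD below the library mean, with starting fluorescence within 5 SD of its mean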;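 note: negative B-score means less thallium flux so channel inhibition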
KCNQ1 act: human KCNQ1 channel potentiation or activation | P51787 | CHO-K1 KCNQ1, thallium flux FluxOR fluorescence; hits give high values | B-score at 10 µM | actives 0.35% (n = 310,000);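 active = fluorescence ratio B-score, a plate-corrected score, at least three library SD, with initial intensity B-score within 5 SD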
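assay system = CHO-K1 cells stably expressing KCNQ1 | medium = assay buffer, equal DMSO in all wells | timing = 37 °C overnight plating, 90-min dark dye load, 20-min compound pretreatment | measured by = kinetic FluxOR thallium fluorescence, 10-s 1-Hz baseline, 110-s post-stimulus read | measure = fluorescence change relative to baseline, converted to B score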
Dyrk1A ADPGlo: inhibitors of rat Dyrk1A kinase | Q63470 | ADP-Glo luminescence, NFATc1 peptide | inhibition, % at 12.5 µM | actives 0.43% (n = 310,000); in the data active = inhibition above about 50%;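 note: plate controls were vehicle with enzyme for no effect and no enzyme for full effect; many of its hits are not listed in these tables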
KCNK3 block: human KCNK3 channel inhibition, primary screen; O14649; AID 602410; CHO-KCNK3 thallium flux, FluxOR fluorescence; hits give low values; B-score at 10 µM; actives 0.84% (n = 340,000);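 active = B-score under library mean minus 4 SD, starting fluorescence ratio at most library mean plus 5 SD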;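 note: more negative B-score means stronger inhibition of thallium flux through KCNK3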
Target sequence (O14649 whole entry, looked up): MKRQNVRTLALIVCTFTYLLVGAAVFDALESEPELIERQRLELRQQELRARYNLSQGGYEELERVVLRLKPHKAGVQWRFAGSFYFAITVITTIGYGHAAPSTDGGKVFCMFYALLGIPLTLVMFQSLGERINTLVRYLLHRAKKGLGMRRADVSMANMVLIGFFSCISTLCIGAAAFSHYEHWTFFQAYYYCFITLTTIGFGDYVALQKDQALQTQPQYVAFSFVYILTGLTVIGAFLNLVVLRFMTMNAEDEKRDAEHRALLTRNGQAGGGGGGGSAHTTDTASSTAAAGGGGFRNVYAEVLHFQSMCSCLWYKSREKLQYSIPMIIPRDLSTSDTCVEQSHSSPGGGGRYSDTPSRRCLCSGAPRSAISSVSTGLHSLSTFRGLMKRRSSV
TRPC4 act: TRPC4 (mouse) channel activation. Q9QUQ5. HEK293 TRPC4beta/mu-opioid, Fluo4 calcium fluorescence; hits give high values. B-score at 10 µM. actives 0.49% (n = 310,000). AID 2237;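 active = B-score above 5 SD of library B-scores, and initial fluorescence ratio not above library mean plus 5 SD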;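 note: positive B-score marks a calcium rise read as TRPC4 activation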
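Test system: HEK293 cells stably co-expressing mouse TRPC4beta and mu-opioid receptor | Schedule: Fluo4 dye loading 45 min at room temperature, 110 s recording | Measured by: Kinetic Fluo4 calcium fluorescence, 5 s baseline at 1 Hz | Evaluation: B score of integrated ratio | Controls: Buffer (low) and maximal DAMGO (high)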
Active calls of the source: *; i = inactive; / = no result given.

compound	Platelet DG rel	TRPC4 inh	KCNQ1 inh	KCNK9 block	KCNQ1 act	PolyA inh	TRPC4 act	Dyrk1A ADPGlo	hERG rescue	TRPC4 potent	KCNK3 block
COC(=O)CCC(=O)OC1(C)C(=O)C2=CN(Cc3ccc4c(c3)OCO4)C(c3ccc(OC)cc3)=CC2=C(Br)C1=O (stereo unspecified)	-2.3	i	i	i	i	/	i	8.0	-6.1	i	i
CCOC(=O)N1CCC(NC(=O)c2cc3c(-c4ccc(OC)c(OC)c4)nn(C)c3s2)CC1	6.0	i	i	i	i	i	i	-8.3	-13.4	i	i
CC(=O)N(C)c1ccc(NC(=O)CCN2C(=O)c3ccccc3C2=O)cc1	0.6	i	i	i	i	i	i	/	-8.5	i	i
C=CCNC(=S)NNC(=O)COc1ccc2cc(Br)ccc2c1	-4.1	i	i	i	i	i	i	8.3	-19.6	i	i
CC1CC(=O)C=C(O)C1C(=O)OC(C)(C)C (stereo unspecified)	16.6	i	i	i	i	i	i	-3.5	-9.7	i	i
COCCNC(=S)N/N=C/c1c2ccccc2cc2ccccc12	-10.2	i	i	i	i	i	i	0.0	-26.8	i	-14*
CC1(C)Cc2c(cnn2-c2ccccc2)-c2c1c1ccccc1n2CC(O)CBr (stereo unspecified)	-1.5	i	i	i	i	i	i	5.7	-6.9	i	i
Cc1ccccc1N(CC(=O)NC1CCCC1)C(=O)c1csnn1	-5.7	i	i	i	i	i	i	-0.8	-9.8	i	i
Cc1ccc(F)cc1NC(=O)CCc1c(C)nn(-c2ccc(N3CCCCC3)nn2)c1C	8.3	i	i	i	i	i	i	2.3	-10.0	i	i
COCCn1c(=NC(=O)c2cccs2)sc2cc(NC(C)=O)ccc21	2.3	i	i	i	i	i	i	0.8	-3.0	i	i
CCOC(=O)c1ccc(NC2Nc3cc(C)nn3S2)cc1 (stereo unspecified)	6.7	i	i	i	i	i	i	-4.3	-11.8	i	i
CC1(C)Cc2ccccc2C(=NC(Cc2c[nH]c3ccccc23)C(=O)O)N1 (stereo unspecified)	-2.8	i	i	i	i	i	i	16.7	-4.8	i	i
Cc1ccc(C)c(-n2nnnc2SCC(=O)Nc2cccc(-c3nnc4n3CCCCC4)c2)c1	-1.0	i	i	i	i	i	i	9.9	-16.1	i	i
O=C(NC1CCS(=O)(=O)C1)c1cccc(S(=O)(=O)N2CCCCC2)c1 (stereo unspecified)	-0.8	i	i	i	i	i	i	1.9	-12.6	i	i
CCOc1ccc(S(=O)(=O)N2CCN(CC(O)COc3cccc([N+](=O)[O-])c3)CC2)cc1 (stereo unspecified)	-43.7	i	i	i	i	i	i	0.1	-5.3	i	i
CC(C)Sc1n[nH]c(=O)n1-c1ccccc1	-0.2	i	i	i	i	i	i	-3.4	-6.2	i	i
O=C(NC(=S)Nc1ccc2c(c1)OCCO2)c1cccc2ccccc12	7.6	i	i	i	i	i	i	-1.1	-6.6	i	i
CC(C)CCNC(=O)NC(=O)COC(=O)C1=COCCO1	6.3	i	i	i	i	i	i	5.5	4.0	i	i
COc1ccc(NC(C)c2ccccc2)cc1 (stereo unspecified)	3.2	i	i	i	i	i	i	1.8	-10.1	i	i
Cc1ccc(NC(=O)C(=O)NCC2OCCc3ccccc32)cc1 (stereo unspecified)	-0.7	i	i	i	i	i	i	-6.3	-20.6	i	i
CCCc1c(C)c2cc(C)ccc2[nH]c1=O	13.0	/	i	i	i	i	i	7.7	-2.3	i	i
CCOc1ccc(S(=O)(=O)Nc2nccs2)cc1	-9.4	i	i	i	i	i	i	-1.5	-3.6	i	i
Cc1ccc2[nH]c(=O)c(CN(CCCN3CCOCC3)C(=O)NC3CCCCC3)cc2c1	-3.3	i	i	i	i	i	i	2.3	-4.9	i	i
COc1ccc(NC(=O)N(CCc2ccccc2)Cc2cc3c(C)cc(C)cc3[nH]c2=O)cc1	4.9	i	i	i	i	i	i	5.2	-16.4	i	i
COC(=O)C(CC(C)C)N1CCC(=O)c2ccccc2S1(=O)=O (stereo unspecified)	-2.5	i	i	i	i	i	i	7.1	-5.8	i	i
CCc1ccc2[nH]c(=O)c(CN(CCCN3CCOCC3)C(=O)Nc3ccc(Cl)cc3)cc2c1	-1.1	i	i	i	i	i	i	2.4	-23.5	i	i
Nc1c(C(=O)Nc2ccc(F)cc2)sc(=S)n1-c1ccccc1F	6.4	i	i	i	i	i	i	/	-0.7	i	i
COc1ccc(/C=N/NC(=O)c2ccncc2)cc1COc1ccc(NC(C)=O)cc1	7.5	i	i	i	i	i	i	/	-3.2	i	/
CCc1noc(C)c1C(=O)N(CC)c1nc2c(C)cccc2s1	-0.1	i	i	i	i	/	i	0.1	-9.7	i	i
Cc1cccc(CS(=O)(=O)Cc2ccc(C(=O)NCc3cccnc3)o2)c1	0.0	i	i	i	i	i	i	-3.6	-7.9	i	i
Cc1ccc(-c2cc(C(=O)NCc3ccc4c(c3)OCO4)[nH]n2)c(O)c1C	-1.5	i	i	i	i	i	i	0.4	-8.6	i	i
CCN(c1ccccc1)S(=O)(=O)c1ccc(NCC2COc3ccccc3O2)nc1 (stereo unspecified)	2.6	i	i	i	i	i	i	-7.3	-8.1	i	i
CC(Oc1ccc(Cl)cc1)c1ccnn1S(=O)(=O)c1ccc(Cl)cc1 (stereo unspecified)	-8.8	i	i	-14.9*	i	i	i	-5.5	-11.8	i	-13.5*
O=C(NCCC1=CCCCC1)C1CCC(CNc2c(N3CCCC3)c(=O)c2=O)CC1 (stereo unspecified)	-0.8	i	i	i	i	i	i	-4.4	-6.8	i	i
CCCOc1ccc(C(=O)NC(=S)NCc2cccnc2)cc1	2.4	i	i	i	i	i	i	0.1	-1.3	i	i
O=C(O)C1CN(C(=O)c2ccccc2)c2cc(Cl)ccc2O1 (stereo unspecified)	-2.3	i	i	i	i	i	i	1.7	-12.8	i	i
COc1ccc(OC)c(NC(=O)c2cc(-c3cc(C)cc(C)c3O)n[nH]2)c1	0.2	i	i	i	i	i	i	-5.6	-2.4	i	i
CC(=O)Nc1cc(C(F)(F)F)ccc1OCCOc1ccccc1	-7.5	i	i	i	i	i	i	6.0	-12.6	i	i
COc1ccccc1-c1cc(C(=O)O)c2c(=O)n(C)c(=O)n(Cc3ccccc3)c2n1	-0.6	i	i	i	i	i	i	-0.1	-4.8	i	i
CC1CC(C)(C)NC(=S)N1CCCC(=O)N1CCN(c2ccc(F)cc2)CC1 (stereo unspecified)	-22.9	i	i	i	i	i	i	-0.1	-6.1	i	i
Cc1cccc(N)c1SC1CCCCC1O (stereo unspecified)	1.8	i	i	i	i	i	i	-2.8	-8.3	i	i
COc1cc(NS(=O)(=O)c2ccc(NC(=S)NC(=O)c3ccc(F)c(F)c3)cc2)nc(OC)n1	7.8	i	i	i	i	i	i	14.3	-9.8	i	i
Cc1ccc(S(=O)(=O)C2(C(=O)Nc3ccc(C(C)C)cc3)CC2)cc1	11.5	i	i	i	i	i	i	-2.4	-12.3	i	i
CN=Cc1c(NC)nc2c(C)cccn2c1=O	5.1	i	i	i	i	i	i	11.3	-4.0	i	i
CN(C)C(CNC(=O)CSc1nc2sc3c(c2c(=O)n1C)CCC3)c1ccccc1 (stereo unspecified)	-3.7	i	i	i	i	i	i	1.4	-19.8	i	i
CSc1ccc(CN(C)C(=O)CN2C(=O)NC3(CCCC3)C2=O)cc1	2.9	i	i	i	i	i	i	-0.6	-7.7	i	i
CC(C)OCCCNS(=O)(=O)c1ccc2c(c1)OCCO2	-0.9	i	i	i	i	i	i	0.4	-5.5	i	i
COc1cc(Cl)cc(/C=C/c2ccc3cccc(O)c3n2)c1OC	4.7	i	i	i	i	i	i	1.5	-3.5	i	i
Cc1cccc(N(C)C(=O)c2coc(=O)c3ccccc23)c1	0.7	i	i	i	i	i	i	5.4	-2.0	i	i
Nc1cc(=O)[nH]c(SCCSc2ccccc2F)n1	0.5	i	i	i	i	i	i	9.5	-5.8	i	i
CCOC(=O)c1cnc2cc(C)ccn2c1=O	4.7	i	i	i	i	i	i	-7.2	-3.8	i	i
O=C(NC1CCCC1)c1c[nH]c2ccc(F)cc2c1=O	-2.0	i	i	i	i	i	i	1.0	-13.5	i	i
Cc1ccc(C)c(S(=O)(=O)NCc2ccc(C(=O)NCc3ccco3)cc2)c1	-1.6	i	i	i	i	i	i	-1.2	-6.0	i	i
CNc1nc(Cl)c(SC)c(NCc2cccc(OC)c2)n1	-10.0	i	i	i	i	i	i	2.6	-5.9	i	i
NC(=S)Nc1c(Cl)cccc1Cl	3.0	i	i	i	i	i	i	6.9	-3.8	i	i
C=CCN1C(=NC(=O)CCC)SC2CS(=O)(=O)CC21 (stereo unspecified)	-4.9	i	i	i	i	i	i	-4.0	-17.1	i	i

The list continues.
compound	Platelet DG rel	TRPC4 inh	KCNQ1 inh	KCNK9 block	KCNQ1 act	PolyA inh	TRPC4 act	Dyrk1A ADPGlo	hERG rescue	TRPC4 potent	KCNK3 block
CC(C)[C@H](NC(=O)[C@@H]1Cc2ccccc2CN1)C(=O)Nc1ccc2c(c1)OCCO2	-2.1	i	i	i	i	i	i	/	-10.2	i	i
COc1cccc(C2C(C(=O)c3cc4cccc(OC)c4o3)=C(O)C(=O)N2c2cc(C)on2)c1OC (stereo unspecified)	-12.6	i	i	i	i	i	i	-1.0	-10.6	i	i
Fc1ccc(-c2cc(C(F)(F)F)nc(-n3cc(Cl)cn3)n2)cc1	-2.4	i	i	i	i	i	i	12.8	-3.5	i	i
O=C(c1cnc2n(c1=O)CCS2)N1CCCc2ccccc21	6.8	i	i	i	i	i	i	4.9	-9.0	i	i
Cc1nn(Cc2ccccc2Cl)c(C)c1NC(=O)/C=C/c1cnn(C)c1	12.8	i	i	i	i	/	i	0.6	-5.9	i	i

This is a subset (hit frequency here may not be typical).
